Source: PubChem (Broad Institute)
esBAF inh: inhibitors of esBAF chromatin remodeling in mouse ES cells. Bmi1-luciferase knock-in reporter, 24 h; 100% = twice the neutral-well signal. reporter increase, % at 12.5 µM. hit rate 2% among 350,000; in the data active = activation above about 40%;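 note: 0% = median of the plate's neutral control wells and 100% = double that signal; a rise in the Bmi1 reporter signal indicates esBAF inhibition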
RAD54 inh: blocks human RAD54 Holliday junction branch migration | Q92698 | FAM/BHQ fluorescence | inhibition, % at 10.4 µM | hit rate 0.14% among 360,000 | AID 602329;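 active = mean normalized replicate activity at least 40 and at least half of replicates scoring 40 or more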;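 note: 0% = median of neutral control wells and 100% = median of positive control wells; inhibitors cause a drop in the FAM fluorescence signal; in these data hits start at about 50%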
S100A4 inh HTS: inhibitors of human S100A4 binding to myosin IIA peptide | P26447 | S100A4/TAMRA-MyoIIA peptide fluorescence polarization | inhibition, % at 10.7 µM | hit rate 0.14% among 360,000;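 active = mean inhibition of at least 70% across replicates, with every replicate also reaching that level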
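assay system = human S100A4 monomer with TAMRA-labelled myosin IIA peptide | also added = labelled myosin peptide probe, 5 nM | incubation = 5 min between mix addition and reading | control set = DMSO and TFP controls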
RAD52 anneal inh: blocks human RAD52 DNA annealing | inhibition, % at 18.7 µM | AID 651710 | recombinant RAD52 DNA annealing, FRET fluorescence | P43351 | hit rate 0.46% among 360,000;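 active = every replicate showing at least 50% inhibition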
Target sequence (P43351 whole entry, looked up): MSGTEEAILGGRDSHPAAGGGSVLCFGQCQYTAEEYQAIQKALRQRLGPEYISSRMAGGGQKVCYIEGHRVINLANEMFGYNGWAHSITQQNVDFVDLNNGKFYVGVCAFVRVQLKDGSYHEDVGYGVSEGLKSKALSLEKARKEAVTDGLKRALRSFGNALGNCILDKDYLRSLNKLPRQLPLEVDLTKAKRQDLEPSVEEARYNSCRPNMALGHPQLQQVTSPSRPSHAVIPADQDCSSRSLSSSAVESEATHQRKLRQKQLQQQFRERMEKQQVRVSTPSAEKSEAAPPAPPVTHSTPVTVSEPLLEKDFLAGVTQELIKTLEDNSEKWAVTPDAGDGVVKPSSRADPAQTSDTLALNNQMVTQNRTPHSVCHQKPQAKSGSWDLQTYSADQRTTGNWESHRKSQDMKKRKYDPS
ERAP1 inh: inhibitors of human ERAP1 aminopeptidase. Q9NZ08. recombinant ERAP1, Leu-AMC fluorescence, 60 min. inhibition, % at 10.7 µM. hit rate 0.15% among 340,000;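 active = mean replicate inhibition of at least 30%, or all replicates individually reaching that 30% level; inactive = mean below 30% and not every replicate reaching it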;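 note: 0% = neutral control wells and 100% = L-leucinethiol positive control wells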
E-sel inducer: E-selectin induction on HUVECs. HUVEC E-selectin immunofluorescence imaging; normalized: neutral wells 0, TNF-alpha wells 100. activation, % at 7.58 µM. hit rate 0.37% among 260,000;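 active = mean E-selectin-positive cell signal at least 10% of the positive control, reached in at least 60% of replicates, without over 20% cell loss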;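 note: in these data hits start at about 27%; measured in HUVEC primary endothelial cells; signal is the percent of cells scored E-selectin positive by PE staining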
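Test system: HUVEC | Signal: Immunofluorescence imaging | Read-out: Percent E-selectin-positive cells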
ERp5 block: ERp5 (human) disulfide isomerase inhibition. Q15084. ERp5 insulin aggregation, absorbance 650 nm, 90 min. inhibition, % at 9.99 µM. hit rate 0.05% among 350,000. AID 651711;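 active = mean replicate inhibition above about 25%, with every replicate also reaching it, limit read from the data, passing the limit was not always enough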
Target sequence (Q15084 whole entry, looked up): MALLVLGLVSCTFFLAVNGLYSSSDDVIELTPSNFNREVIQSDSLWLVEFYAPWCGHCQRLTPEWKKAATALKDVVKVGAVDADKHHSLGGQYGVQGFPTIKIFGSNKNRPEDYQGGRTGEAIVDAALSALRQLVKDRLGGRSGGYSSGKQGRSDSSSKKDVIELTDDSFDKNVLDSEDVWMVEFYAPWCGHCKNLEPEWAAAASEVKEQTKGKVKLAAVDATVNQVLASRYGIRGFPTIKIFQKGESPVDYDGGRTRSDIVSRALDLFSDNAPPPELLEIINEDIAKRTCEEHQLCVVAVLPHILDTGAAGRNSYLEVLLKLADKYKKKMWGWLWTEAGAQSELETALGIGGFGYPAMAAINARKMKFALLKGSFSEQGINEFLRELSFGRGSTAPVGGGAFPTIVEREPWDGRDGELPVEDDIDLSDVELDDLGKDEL
XiGFP reactiv: reactivates the inactive X chromosome in mouse fibroblasts; hit rate 0.055% among 360,000; activation, % at 7.58 µM; XiGFP mouse fibroblasts, % GFP-positive cells imaging, 3 d; cells co-treated with 5-aza-dC sensitizer; scaled so ellipticine positive control = 100%;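 active = mean normalized replicate activation at least 10% and every replicate at or above 10%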;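 note: 0% = median of on-plate neutral control wells and 100% = ellipticine 6 µM median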
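Material: XiGFP fibroblasts, SV40-immortalized. Buffer or medium: DMEM plus 5-aza-dC sensitizer. Compound: single concentration per compound, delivered by pin transfer. Times: 3 days compound exposure. Controls: ellipticine 6 µM.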
Numbers without * were called inactive; / = not tested or not shown; & = joins results of further samples.

SMILES | esBAF inh | RAD54 inh | S100A4 inh HTS | RAD52 anneal inh | ERAP1 inh | E-sel inducer | ERp5 block | XiGFP reactiv
CCOc1ccc(S(=O)(=O)N(CC)CC(=O)NC2CC2)cc1 | 0 | 18 | 0 | -2 | 0 | 0.5 | -2 | 0.3
Cc1cccc(C)c1N(CC(=O)N1CCCC1)S(C)(=O)=O | 7 | -5 | -5 | 0 | -5 | / | 2 | 0.0
CO[C@@H]1CN(C)C(=O)c2ccc(NC(=O)Nc3ccccc3)cc2OC[C@H](C)N(C(C)=O)C[C@@H]1C | 3 | -4 | -3 | 2 | 0 | -0.1 | -1 | -0.2
C[C@H](CO)N1C[C@H](C)[C@H](CN(C)S(C)(=O)=O)Oc2ncc(-c3ccc(F)cc3)cc2C1=O | -7&-8 | 0&5 | 4&7 | -1&10 | 4&3 | -0.2 | 1&6 | 0.0
O=C(Nc1ccc(Oc2ccc(C(F)(F)F)cn2)c(Cl)c1)C1CC1 | -5 | / | -3 | -13 | 1 | / | -6 | 0.2
CO[C@H]1CC[C@H]2CCOc3c(C#N)cccc3C(=O)N(C)C[C@H](c3ccccc3)CC(=O)N(C)C[C@H]1O2 | -2 | -10 | 121* | 13 | 1 | 0.4 | 0 | 0.1
O=C(NCCc1ccc(F)cc1)c1ccc2nccnc2c1 | -18 | 4 | 2 | -27 | 3 | / | 8 | 0.1
CCOC(=O)N1CCC(N(CCN(C)C)C(=S)Nc2ccccc2OC)CC1 | / | -4 | -2 | -3 | -3 | / | -4 | 0.0
N=c1n(Cc2ccccc2)c2ccccc2n1CC(O)COc1ccc(Cl)cc1Cl (configuration not stated) | / | / | 0 | 49 | 6 | / | 0 | 0.0
Cc1cc(C(=O)OCC(=O)N2CCCCCC2)ccc1[N+](=O)[O-] | -3 | 4 | 3 | -5 | 0 | 0.6 | 7 | -0.1
Nc1nc(N2CCCCC2)nc(N(c2ccccc2)c2ccccc2)n1 | -2 | -1 | 4 | -29 | 4 | -0.2 | 9 | 0.2
CSCC[C@H](NC(=O)[C@@H]1Cc2ccccc2CN1)C(=O)NC(C)c1ccccc1 (some centres not stated) | -3 | -5 | 4 | -9 | -5 | 3.8 | 8 | 0.2
O=C(Nc1cccc(F)c1)N1C[C@H]2[C@@H](c3ccccc31)[C@H](CO)N2C(=O)C1CCOCC1 | 4 | -27 | -4 | 9 | 3 | 1.1 | 2 | 0.4
O=C(Cn1c(=O)oc2ccc(Cl)cc21)NC1CCCCC1 | -6 | 5 | 0 | -8 | -5 | / | 3 | 0.0
COc1ccc(NC(=O)N(C)C[C@@H]2OCCCC[C@@H](C)Oc3ccc(NS(=O)(=O)c4ccc(C)cc4)cc3C(=O)N([C@@H](C)CO)C[C@H]2C)cc1 | 2 | 6 | 1 | -14 | 5 | / | 3 | 0.0
CCCC(C(=O)NC(C)(C)C)N(Cc1ccccc1)C(=O)c1snc(C(N)=O)c1N (configuration not stated) | -1 | -1 | -2 | -36 | -1 | -0.3 | 4 | -0.1
COc1ccc(NC(=O)Nc2ccc3c(c2)CC(=O)N([C@H](C)CO)C[C@H](C)[C@H](CN(C)C(=O)NC(C)C)O3)cc1 | -1 | -1 | 13 | 6 | 0 | 0.1 | -1 | -1.0
CCC(=O)Nc1cccc(-n2nnnc2SCC(=O)N2CCCCC2)c1 | / | / | 0 | -6 | 0 | -4.4 | 0 | -0.1
O=C(CN1CCCCCC1)Nc1cccc(NC(=O)CN2CCCCCC2)c1 | 0 | 7 | -6 | 4 | -1 | / | 4 | 0.0
CN(C(=O)c1ccc(OC2CCN(CCc3ccccc3)CC2)cc1)C1CCCCC1 | / | / | -2 | -24 | -2 | / | -2 | 0.0
O=C(Cc1cccc(NC(=O)C2CCN(C(=O)c3ccccc3)CC2)c1)Nc1cccc(C(=O)N2CCCCC2)c1 | 0 | -1 | -15 | -12 | 6 | 1.7 | -6 | 0.2
C[C@H](CO)N1C[C@H](C)[C@@H](CN(C)S(=O)(=O)c2ccc(F)cc2)Oc2c(NC(=O)c3cnccn3)cccc2C1=O | -1 | / | -5 | 11 | -2 | 0.1 | -1 | -0.5
CCC(NC(=O)NNC(=O)c1ccncc1)(C(F)(F)F)C(F)(F)F | 0 | 3 | 2 | -8 | 3 | 8.7 | 0 | 0.4
C[C@H](NC(=O)c1ncn(C)c1C(=O)N[C@@H](C)c1ccccc1)c1ccccc1 | -1 | 2 | 4 | -4 | 1 | -0.2 | 2 | 0.1
O=Cc1cccn1-c1cccc([N+](=O)[O-])c1 | -8 | -14 | -9 | -5 | 9 | / | 5 | 0.0
C[C@@H]1CCCCO[C@@H](CN(C)Cc2ccc(C(=O)O)cc2)[C@@H](C)CN([C@H](C)CO)C(=O)c2cc(NS(=O)(=O)c3ccccc3)ccc2O1 | 0 | -1 | / | / | / | -0.1 | / | 0.3
C[C@H](CO)N1C[C@H](C)[C@@H](CN(C)Cc2ccc(C(=O)O)cc2)Oc2ccc(NC(=O)CCN3CCOCC3)cc2CC1=O | 6 | 7 | / | / | / | -0.2 | / | 0.0
COCC(=O)Nc1ccc2c(c1)OC[C@@H](C)N(C(=O)c1ccccc1F)C[C@H](C)[C@@H](OC)CN(C)C2=O | 1 | 7 | -2 | 1 | 5 | -0.3 | 4 | 0.0
COc1ccc(Cl)cc1NC(=O)CN1C(=O)C(=O)N(C2CCCC2)C1=O | -3 | -7 | 0 | -10 | 1 | 6.7 | 1 | 0.0
CN(CC(=O)Nc1c(Cl)cccc1Cl)C(=O)C1=COCCO1 | -6 | -9 | -1 | -6 | -1 | 0.2 | 7 | -0.1
O=S(=O)(NCC1(N2CCOCC2)CCCCC1)c1ccc(Cl)cc1C(F)(F)F | / | 9 | 0 | -11 | 1 | -1.7 | 5 | 0.4
CCC(=O)c1ccc(Oc2ccc(C(=O)c3ccc(C)cc3)cc2[N+](=O)[O-])cc1 | / | / | -3 | -4 | 2 | -2.9 | 6 | -0.2
C[n+]1c(-c2ccccc2)cc2c(=Cc3ccc([N+](=O)[O-])cc3)c3ccccc3n21 | / | / | -5 | 2 | 5 | 122* | -3 | -0.1
Cc1cccc(/C=C/c2onc(C)c2[N+](=O)[O-])n1 | / | / | -1 | -6 | -1 | 0.7 | 2 | 1.2
CCOC(=O)C1=C(CC)OC(N)=C(C#N)C1c1ccc(OC)c(OC)c1OC (configuration not stated) | 2 | -5 | -2 | -15 | 1 | 0.8 | 10 | 0.0
CC(C)C(NC(=O)c1ccc(F)cc1)C(=O)NC1(C)CCS(=O)(=O)C1 (configuration not stated) | -6 | -9 | 1 | 4 | 0 | / | -7 | 0.2
CCOC(=O)c1c(-c2ccccc2)oc2ccc(OC(C)C(=O)O)cc12 (configuration not stated) | -6 | -4 | -1 | -9 | / | -0.1 | -2 | -0.2
O=C(N[C@H]1CC[C@H](CCn2cc(C3CC3)nn2)O[C@@H]1CO)c1cccnc1 | -1 | 1 | 4 | -6 | -1 | 0.8 | -2 | 0.9
CCN(C(=O)COC(=O)CCCN1C(=O)c2cccc3cccc(c23)C1=O)C1CCS(=O)(=O)C1 (configuration not stated) | -2 | 9 | -5 | 2 | 11 | 1.6 | -3 | 0.1
C[C@H]1CN([C@@H](C)CO)C(=O)c2cc(NC(=O)Nc3cccc4ccccc34)ccc2O[C@H]1CN(C)S(=O)(=O)c1ccc(Cl)cc1 | 3 | 8 | 23 | -17 | 2 | 0.0 | -7 | 0.2
Cc1cc(CNC(=O)C2CCC(=O)N(Cc3ccccc3F)C2)on1 (configuration not stated) | -1 | -4 | 5 | -9 | -1 | -0.1 | 2 | 0.2
COc1ccc(S(=O)(=O)N2CCN(C(=O)C3CCC3)CC2)cc1 | 2 | -8 | -2 | -1 | -3 | -2.1 | 1 | 0.5
CN1C(=O)c2cc(NC(=O)c3cnccn3)ccc2OC[C@H]2O[C@H](CC(=O)NC3CCC3)CC[C@@H]21 | 4 | -6 | 5 | 5 | 4 | -0.1 | -2 | 0.3
O=C(Nc1ccccc1)Nc1nc(-c2ccccc2)cs1 | / | / | -3 | -12 | -3 | / | 2 | 0.0
O=C(Cc1c(F)cccc1Cl)NC1=NCCS1 | / | / | 4 | -4 | 0 | / | -4 | 0.1

Random excerpt: six compounds from above
SMILES | esBAF inh | RAD54 inh | S100A4 inh HTS | RAD52 anneal inh | ERAP1 inh | E-sel inducer | ERp5 block | XiGFP reactiv
O=C(Nc1ccccc1)Nc1nc(-c2ccccc2)cs1 | / | / | -3 | -12 | -3 | / | 2 | 0.0
CCOC(=O)c1c(-c2ccccc2)oc2ccc(OC(C)C(=O)O)cc12 (configuration not stated) | -6 | -4 | -1 | -9 | / | -0.1 | -2 | -0.2
CCOC(=O)C1=C(CC)OC(N)=C(C#N)C1c1ccc(OC)c(OC)c1OC (configuration not stated) | 2 | -5 | -2 | -15 | 1 | 0.8 | 10 | 0.0
CCC(=O)c1ccc(Oc2ccc(C(=O)c3ccc(C)cc3)cc2[N+](=O)[O-])cc1 | / | / | -3 | -4 | 2 | -2.9 | 6 | -0.2
C[C@H]1CN([C@@H](C)CO)C(=O)c2cc(NC(=O)Nc3cccc4ccccc34)ccc2O[C@H]1CN(C)S(=O)(=O)c1ccc(Cl)cc1 | 3 | 8 | 23 | -17 | 2 | 0.0 | -7 | 0.2
COc1ccc(S(=O)(=O)N2CCN(C(=O)C3CCC3)CC2)cc1 | 2 | -8 | -2 | -1 | -3 | -2.1 | 1 | 0.5

A second format for part of the listing above:
molecule,esBAF inh,RAD54 inh,S100A4 inh HTS,RAD52 anneal inh,ERAP1 inh,E-sel inducer,ERp5 block,XiGFP reactiv
Cc1cccc(/C=C/c2onc(C)c2[N+](=O)[O-])n1,/,/,-1,-6,-1,0.7,2,1.2
CCOC(=O)C1=C(CC)OC(N)=C(C#N)C1c1ccc(OC)c(OC)c1OC (configuration not stated),2,-5,-2,-15,1,0.8,10,0.0
